# core dimer inh – blocks dimerization of HCV core protein; TR-FRET GST/Flag-core106 dimerization, 1536-well; inhibition, % at 5 µM; 300,000 tested, 0.33% active;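 active = inhibition above the mean of all tested compounds plus 3 SD, set per screening campaign, cut at about 45% in these data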
#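 System – GST-tagged and Flag-tagged HCV core protein residues 1-106 · Repeats – one well for each compound · Technique – TR-FRET 671 and 617 nm emission · Doses – one concentration, 5 µM, in 0.5% DMSO · Times – 4 h, 22.5 °C incubation · Also added – Eu donor and XL665 acceptor anti-tag antibodies · Measure – percent inhibition of core106 dimerization signal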
# VLA-4 inh – inhibition in a human VLA-4 binding assay. P13612. VLA-4 expressing cells, ligand binding flow cytometry. inhibition, % (about 7 µM as worked out from the volumes in the protocol). 330,000 tested, 0.2% active; in the data active = inhibition above about 50%
# PP5 primary – PP5 (human) phosphatase inhibition. P53041. purified PP5c, OMFP substrate fluorescence. inhibition, % at 6.7 µM. 320,000 tested, 0.18% active. AID 1987;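 active = inhibition above the campaign's mean inhibition across all tested compounds plus 3 SD, cut at about 9.5% in these data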;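 also: 0% = DMSO only and 100% = 100 µM cantharidin control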
# CTSL1 counter – cathepsin L1 inhibition, PFM18AAP counter-screen; recombinant F. hepatica cathepsin L1, Z-Leu-Arg-MCA fluorescence; inhibition, % at 5.96 µM; 300,000 tested, 0.49% active; AID 1906;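 active = inhibition above the mean of all tested compounds plus 3 SD, set per screening campaign, cut at about 17% in these data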;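 also: 0% = plate median of test compound wells and 100% = 1 µM Z-Phe-Ala-diazomethylketone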
# PP1 inh – PP1-alpha (human) inhibition in PP5 counter-screen; P62136; purified PP1alpha, OMFP fluorescence; inhibition, % at 6.7 µM; 320,000 tested, 0.9% active; AID 2235;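 active = inhibition above the mean inhibition of all tested compounds plus 3 SD, computed separately for each screening campaign, cut at about 15% in these data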
# Target sequence (P62136 whole entry, looked up): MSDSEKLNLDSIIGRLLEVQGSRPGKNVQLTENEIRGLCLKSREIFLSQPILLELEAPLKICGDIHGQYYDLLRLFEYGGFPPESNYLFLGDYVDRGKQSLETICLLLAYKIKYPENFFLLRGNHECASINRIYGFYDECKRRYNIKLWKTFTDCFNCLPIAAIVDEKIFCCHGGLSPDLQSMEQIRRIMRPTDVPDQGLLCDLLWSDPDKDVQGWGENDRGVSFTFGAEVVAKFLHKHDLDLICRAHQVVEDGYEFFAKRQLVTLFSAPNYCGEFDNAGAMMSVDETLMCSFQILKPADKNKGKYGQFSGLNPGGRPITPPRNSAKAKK
# proCasp3 act – activators of human procaspase-3; P42574; recombinant procaspase-3 D3A, Ac-DEVD-pNA absorbance 405 nm; activation, % at 8.5 µM; 330,000 tested, 0.11% active;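 active = activation above the mean of all tested compounds plus 3 SD, cut at about 21% in these data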;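 also: 0% = DMSO alone and 100% = DMSO wells spiked with extra 5 µM PC-3 D3A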
#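 Technique: 405 nm absorbance of p-nitroaniline, reads at 0 and 120 min; Test system: Procaspase-3 D3A mutant; Incubation: 1 h enzyme-compound preincubation, then 2 h substrate reaction, 25 °C; Repeats: singlicate, each compound tested once; Benchmarks: low control DMSO wells, high control DMSO plus 5 µM PC-3 D3A.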
# proCasp7 act – activates human procaspase-7, counter-screen for procaspase-3 activators | AID 463210 | 330,000 tested, 0.093% active | recombinant procaspase-7, Ac-DEVD-pNA absorbance 405 nm; D23A/D198A/D206A triple mutant, cannot self-cleave; scale: DMSO 0, 5 µM enzyme 100 | activation, % at 8.5 µM;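 active = percent activation above the screen-wide mean plus 3 SD, cut at about 25% in these data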
#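 System: Uncleavable procaspase-7 mutant enzyme; Amount: 2 µM procaspase-7 mutant as dispensed; Schedule: 1 h compound preincubation, 2 h substrate cleavage, 25 °C; Measured by: 405 nm absorbance of p-nitroaniline; Evaluation: percent activation from buffer-corrected 0–120 min absorbance change; Control set: low DMSO alone, high DMSO plus 5 µM PC-7.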
# GASC-1 inh – human JMJD2C demethylase inhibition; Q9H3R0; AID 2099; 330,000 tested, 0.069% active; GST-JMJD2C(1-420) H3K9me3 demethylation, DELFIA europium; inhibition, % at 2.35 µM;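 active = more than half of a compound's replicate wells show inhibition beyond 50%, single wells judged on their own value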;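 also: signal counts dimethyl H3K9 product captured on neutravidin plate; 0% = median of DMSO wells and 100% = 0.3 times that DMSO median; strong numbers were not always called active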
# GRK2 aptamer HTS – human GRK2 inhibition via aptamer displacement; P25098; bead flow cytometry, FAM-aptamer displacement from GRK2; inhibition of aptamer binding, % at 10 µM; 330,000 tested, 0.59% active; AID 488847;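 active = inhibition of aptamer binding above 40%, roughly 3 SD of noise, on plates passing a quality check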;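 also: median bead fluorescence of bound FAM aptamer so fluorescent compounds give negative values; no value below 0 was filed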
# Target sequence (P25098 whole entry, looked up): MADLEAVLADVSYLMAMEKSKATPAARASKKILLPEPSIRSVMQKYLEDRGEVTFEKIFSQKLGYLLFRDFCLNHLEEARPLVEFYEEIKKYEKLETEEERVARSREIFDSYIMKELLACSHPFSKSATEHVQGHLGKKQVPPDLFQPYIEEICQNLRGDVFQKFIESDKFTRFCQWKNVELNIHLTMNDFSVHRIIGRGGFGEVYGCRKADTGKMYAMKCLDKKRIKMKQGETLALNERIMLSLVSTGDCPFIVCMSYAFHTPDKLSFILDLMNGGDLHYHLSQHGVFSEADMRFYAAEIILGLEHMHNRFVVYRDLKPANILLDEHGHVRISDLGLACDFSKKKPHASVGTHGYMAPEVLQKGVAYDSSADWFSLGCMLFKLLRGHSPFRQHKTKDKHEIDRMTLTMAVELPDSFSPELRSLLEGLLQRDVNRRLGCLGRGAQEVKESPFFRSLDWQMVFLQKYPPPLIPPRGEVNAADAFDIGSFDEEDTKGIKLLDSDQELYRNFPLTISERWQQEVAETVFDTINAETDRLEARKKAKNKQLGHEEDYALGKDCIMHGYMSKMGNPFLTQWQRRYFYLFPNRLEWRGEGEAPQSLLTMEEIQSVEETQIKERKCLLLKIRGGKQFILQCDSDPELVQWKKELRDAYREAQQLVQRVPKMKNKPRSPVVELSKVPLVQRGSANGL
# Numbers without * were called inactive; · = no result given. The order is random. Share with any hit: about 2.6%.
SMILES,core dimer inh,VLA-4 inh,PP5 primary,CTSL1 counter,PP1 inh,proCasp3 act,proCasp7 act,GASC-1 inh,GRK2 aptamer HTS
CN(NC(=O)c1ccccc1F)c1ncccc1[N+](=O)[O-],1,26,-0.5,-4,-2,-8,-5,-30,2
COc1ccc(C(=O)NC(CO)c2nnc(SCc3ccc(Cl)c(Cl)c3)n2C)cc1 (centres undefined),5,21,0.8,3,0,8,0,-2,0
Cc1cc(C)c(S(=O)(=O)c2ccccc2)c(OC(=O)c2c(F)cccc2F)n1,3,-3,2.2,0,3,-1,7,-5,1
CCCN(CC(=O)Nc1ccccc1OC)C(=O)c1cc(-c2cccs2)nn1-c1ccccc1,12,14,3.5,3,4,1,7,-15,1
COc1ccc(NC(=O)CN2C(=O)NC(C)(C3CC3)C2=O)cc1S(=O)(=O)N1CCOCC1 (centres undefined),·,-2,0.4,·,-1,-8,-18,-13,0
C=CCN(C(=O)C1CSC2(C)CCC(=O)N12)c1nc(-c2ccccc2)cs1 (centres undefined),6,5,2.4,6,0,-3,-4,24,6
Cc1cccc(C(=O)N2CCNC(=O)C2CC(=O)Nc2cccc(Cl)c2)c1 (centres undefined),3,10,1.8,0,-1,6,13,7,0
CN1C(=O)/C(=C2\SC(=S)N(CCCCCC(=O)O)C2=O)c2ccccc21,2,2,2.8,-1,0,-5,2,-2,3
Cc1c(Cl)cccc1NC(=O)CNCc1ccccc1F,1,7,1.3,4,-5,6,6,-2,2
C/C(CC(=O)Nc1cccnc1)=N\NC(=O)C(C)Oc1ccc(Cl)cc1Cl (centres undefined),1,-2,3.5,-3,-6,0,2,2,3
Cn1cc(S(=O)(=O)c2ccccc2)c(=O)c2cc(Cl)ccc21,-3,-3,0.3,4,-2,-1,-6,2,1
Cc1ccc(N(C(C)C(=O)NCc2ccncc2)S(C)(=O)=O)cc1C (centres undefined),13,0,-0.1,3,-5,-3,-1,0,6
CCN(c1ccccc1)S(=O)(=O)c1ccc(Cl)c(C(=O)NCC2CCCO2)c1 (centres undefined),0,24,-3.0,-1,-5,3,2,12,1
Cc1ccc2c(c1)nnn2C1CCN(S(=O)(=O)c2ccc3ccccc3c2)CC1,14,9,1.7,-2,6,7,-10,6,0
CCNC(=S)N1CC(C)OC(C)C1 (centres undefined),-3,11,2.3,1,-1,-3,-14,3,0
Cn1c(=O)c(C#N)c(-c2ccc(F)cc2)c2cc(C(=O)c3cc(Cl)cc(Cl)c3O)cnc21,27,-21,3.6,6,13,4,2,2,1
Clc1cccc(Cl)c1/C=C/c1nc2ccccc2[nH]1,2,-6,2.2,3,2,2,3,-8,2
CCOC(=O)/C(C#N)=C/c1ccc(OC)c(OC)c1,-5,-6,3.5,-2,-2,2,9,1,2
Cc1ccc(Cl)cc1Nc1nc(N2CCOCC2)nc(N2CCOCC2)n1,1,5,1.7,-1,-1,8,-4,1,0
CC(C)Cc1ccc(/C=C/C(=O)N2CCCCC2)cc1,6,4,0.2,0,-2,2,1,6,0
Cc1ccc(S(=O)(=O)Nc2cccc(C(=O)NCC(c3ccco3)N3CCCC3)c2)cc1F (centres undefined),3,3,1.0,-1,-2,5,-4,15,0
O=C(c1ccc(NC2=NC3CS(=O)(=O)CC3S2)cc1)N1CCN(c2ccccc2)CC1 (centres undefined),-4,31,1.6,-2,3,-3,5,-7,0
O=C(Nc1cccc(-c2cccc(F)c2)c1)C1CCN(C2CCC2)CC1,4,2,0.0,-2,-2,5,-3,-4,0
Cc1ccc(NS(=O)(=O)c2cccc(C(=O)Nc3cccnc3)c2)c(C)c1,·,5,·,·,·,2,-7,4,0
COC(=O)C1=CO[C@@H](O[C@@H]2O[C@H](CO)[C@@H](O)[C@H](O)[C@H]2O)[C@H]2[C@@H]1C(=O)C[C@@H]2C,·,0,-0.7,·,1,-2,10,-4,0
CCN(CC)S(=O)(=O)c1cccc(-c2n[nH]c(=S)n2/N=C/c2ccc(OC)cc2)c1,16,9,2.4,4,3,-31,-24,-12,5
CC(C)[C@H](NC(=O)NCc1ccc(Cl)cc1)C(=O)O,-2,-7,2.8,-5,-2,-1,7,2,0
O=C(CCN1C(=O)/C(=C/c2ccccc2F)SC1=S)Nc1cccnc1,8,3,4.1,3,1,4,10,10,1
CC1(C)CCC[C@@]2(C)CC=C(C(=O)O)[C@@H]3C[C@]312,0,12,-1.7,2,-6,1,-3,·,2
CCc1cc2ccc(C)c(C)c2nc1SCC(=O)NNC(=O)c1ccco1,9,14,2.5,-11,5,-3,9,-11,3
CCOC(=O)c1ccc(NC(=O)CN2CCN(C(=O)C3CCCO3)CC2)cc1 (centres undefined),-2,-7,-2.4,0,-5,0,4,4,4
COc1ccccc1Nc1ncnc2ccccc12,-3,-9,1.7,4,-2,-5,0,36,2
CC1=C(C(=O)OC(C)C)C(c2ccsc2)NC(=O)N1C (centres undefined),-4,-13,2.1,-2,-2,0,13,-1,0
COc1ccc([N+](=O)[O-])cc1N(CC(O)CN(CC(C)C)CC(C)C)S(=O)(=O)c1ccc(C)cc1 (centres undefined),6,9,7.5,3,1,-6,3,10,0
Cc1ccc(S(=O)(=O)N(C)CC(=O)N2CCc3ccccc32)cc1,-4,-1,2.2,-2,1,-8,-5,5,2
CCOC(=O)Cc1csc(NC(=O)CSc2nc(C)cc(C)n2)n1,·,-8,·,·,·,-2,-6,0,1
Cc1ccn2c(CNCCCn3cccn3)c(C(=O)N3CCCCCC3)nc2c1,-2,-2,0.4,0,4,2,2,-6,3
Cc1cc(C(=O)COC(=O)CCc2nc3ccccc3c(=O)[nH]2)c(C)n1CC1CCCO1 (centres undefined),0,8,0.0,-2,-2,6,9,3,7
Fc1ccc(-c2cc3nc4c(c(N5CCOCC5)n3n2)CCCC4)cc1,2,-13,2.5,0,2,12,5,10,0
Cc1ccccc1NC(=O)/C(=C/c1cccs1)NC(=O)c1ccco1,1,-4,1.5,-4,-5,-1,4,-2,0
COC(=O)C1CCN(c2ccc([N+](=O)[O-])cc2)CC1,0,-6,1.1,4,-2,-8,-17,10,0
CC(C)Sc1nc2c(c(=O)[nH]c(=O)n2C)n1Cc1ccccc1,3,2,3.2,-6,2,4,-3,-5,1
Cc1ccc(NC(=O)CNC(=O)c2ccco2)c(Cl)c1,10,33,2.0,-2,-1,11,-10,-1,2
COC(=O)c1cc(S(=O)(=O)NCc2ccc(Br)cc2)c[nH]1,2,1,1.4,2,0,-2,8,11,0
CN(C)C(=O)c1cc(C(=O)Cc2ccccc2)c[nH]1,5,-4,-7.0,3,3,-3,-2,-6,0
O=C(CCCC(=O)c1ccccc1)NCCc1ccccc1F,5,7,-0.2,-9,-3,3,-5,-7,1
Nc1nonc1C(=O)NCCNC(=O)c1ccccc1F,-7,5,2.5,-1,-3,0,1,7,0
O=C1NC2(CCCCCC2)C(=O)N1Cc1ccc([N+](=O)[O-])cc1,2,21,-1.6,1,2,6,12,-6,0
CCOC(=O)C1=C(C)Nc2nnnn2C1c1ccccc1Cl (centres undefined),1,11,0.4,-5,-1,-6,6,-5,0
CCOC(=O)[C@H]1[C@H]2COc3ccccc3[C@@H]2N2C(=O)c3ccc(C)cc3NC(=O)[C@@]12C,2,·,0.7,-2,7,0,-2,2,·
Cc1ccn2cc(CCNS(=O)(=O)c3ccc([N+](=O)[O-])cc3)nc2c1,2,11,2.6,-3,0,8,-1,1,0
Cc1cc(C(=O)OCCO)c(C#N)c(N)n1,0,-14,-0.2,0,-4,4,6,-1,3
COc1ccc(/C=C2\SC(=O)N(CCC(=O)NCCCn3ccnc3)C2=O)cc1,4,9,2.0,3,-4,9,-5,4,0
CC(C)NC(=O)Nc1ccc2c(c1)C(=O)N([C@H](C)CO)C[C@H](C)[C@@H](CN(C)C(=O)Nc1ccc3c(c1)OCO3)O2,·,16,·,·,·,-8,0,11,3
O=c1c2c(n3cnnc3n1C1CCCCC1)-c1ccccc1CC21CCCCC1,-2,4,-1.5,1,2,4,11,3,6
COc1cc(C(=O)N2CCC(n3cnc4cc(F)ccc43)CC2)cc(OC)c1OC,-4,34,1.3,-1,0,2,0,1,1
Cc1cccc(C)c1N(CC(=O)Nc1cc(Cl)ccc1Oc1ccccc1)S(C)(=O)=O,13,11,4.5,0,4,5,12,0,0
CNc1nnc(C(F)(F)F)s1,-4,10,2.5,5,-6,-12,7,29,0
CCN(CC(=O)Nc1ccccc1C(F)(F)F)C(=O)Cn1c(=O)cnc2ccccc21,1,9,1.8,0,0,14,8,-7,2
CNS(=O)(=O)c1cc2c3c(cccc3c1)C(=O)NC2=O,-2,-8,-0.3,1,-2,1,-2,-3,0

# Entries of single compounds, looked up by structure. Order of values: core dimer inh	VLA-4 inh	PP5 primary	CTSL1 counter	PP1 inh	proCasp3 act	proCasp7 act	GASC-1 inh	GRK2 aptamer HTS
# Entry for CCOC(=O)C1=C(C)Nc2nnnn2C1c1ccccc1Cl (centres undefined) : 1	11	0.4	-5	-1	-6	6	-5	0
# Entry for O=C(c1ccc(NC2=NC3CS(=O)(=O)CC3S2)cc1)N1CCN(c2ccccc2)CC1 (centres undefined) : -4	31	1.6	-2	3	-3	5	-7	0
# Entry for CCN(CC)S(=O)(=O)c1cccc(-c2n[nH]c(=S)n2/N=C/c2ccc(OC)cc2)c1 : 16	9	2.4	4	3	-31	-24	-12	5
# Entry for CN1C(=O)/C(=C2\SC(=S)N(CCCCCC(=O)O)C2=O)c2ccccc21 : 2	2	2.8	-1	0	-5	2	-2	3
# Entry for Cc1ccc(NC(=O)CNC(=O)c2ccco2)c(Cl)c1 : 10	33	2.0	-2	-1	11	-10	-1	2

# (cont.)
SMILES,core dimer inh,VLA-4 inh,PP5 primary,CTSL1 counter,PP1 inh,proCasp3 act,proCasp7 act,GASC-1 inh,GRK2 aptamer HTS
O=C(Nc1ccc(Cl)c(Cl)c1)N(CCCN1CCOCC1)Cc1cccs1,-3,10,0.0,-1,0,12,11,-15,0
NC(=O)CSC1=N/C(=C\c2ccco2)C(=O)N1c1ccc(OC(F)F)cc1,12,18,-0.6,10,-1,-5,-16,26,0
NC(=O)CC(NC(=O)Cc1cccc2ccccc12)c1ccc(N2CCC(Br)CC2)c([N+](=O)[O-])c1 (centres undefined),-2,0,4.5,1,7,-2,-8,-5,3
COc1ccc(NC(=O)CSc2n[nH]c(-c3ccccn3)n2)cc1,10,7,-0.1,3,0,9,11,11,0
Oc1ccc(-c2nc3cnccn3c2Nc2ccc3c(c2)OCCO3)cc1,-23,-15,1.7,1,-2,-6,12,-5,5
CN(Cc1cccc2ncccc12)C(=O)CC1C(=O)NCCN1Cc1ccc(F)cc1 (centres undefined),1,13,-0.4,4,-1,-1,5,7,1
O=C1N=NC(=O)N1c1ccccc1,5,9,-0.3,2,-1,2,13,0,1
O=C(NCc1ccccc1F)C1CCCN1C(=O)NC1CCCCC1 (centres undefined),0,16,0.8,0,-2,1,-1,-8,0
Cc1cc(OCCN2CCCCC2)nc2ccccc12,-6,15,1.6,-2,0,5,10,2,3

# Screening data: PubChem, several laboratories
